Screens (PubChem)
STK33 kinase inh: human STK33 kinase inhibition; purified STK33, MBP phosphorylation, ADP-Glo luminescence; actives 0.073% (n = 320,000); AID 2661; inhibition, % at 10 µM; Q9BYT3;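 active means inhibition at or above 25%, using the most active replicate where run in duplicate; inactive means inhibition below 25%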
KCNQ2 block: KCNQ2 potassium channel inhibitors, primary screen, cell-based, CHO-K1, FluxOR thallium flux, B-score (AID 2156) | B-score at 10 µM | O88943 | 20 min; hits give low values | actives 1.1% (n = 310,000);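 active means fluorescence ratio B-score at most minus 3 library SDs, with starting brightness B-score within 2 library SDs, cut at about -5.5 in these data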
Target sequence (O88943 whole entry, looked up): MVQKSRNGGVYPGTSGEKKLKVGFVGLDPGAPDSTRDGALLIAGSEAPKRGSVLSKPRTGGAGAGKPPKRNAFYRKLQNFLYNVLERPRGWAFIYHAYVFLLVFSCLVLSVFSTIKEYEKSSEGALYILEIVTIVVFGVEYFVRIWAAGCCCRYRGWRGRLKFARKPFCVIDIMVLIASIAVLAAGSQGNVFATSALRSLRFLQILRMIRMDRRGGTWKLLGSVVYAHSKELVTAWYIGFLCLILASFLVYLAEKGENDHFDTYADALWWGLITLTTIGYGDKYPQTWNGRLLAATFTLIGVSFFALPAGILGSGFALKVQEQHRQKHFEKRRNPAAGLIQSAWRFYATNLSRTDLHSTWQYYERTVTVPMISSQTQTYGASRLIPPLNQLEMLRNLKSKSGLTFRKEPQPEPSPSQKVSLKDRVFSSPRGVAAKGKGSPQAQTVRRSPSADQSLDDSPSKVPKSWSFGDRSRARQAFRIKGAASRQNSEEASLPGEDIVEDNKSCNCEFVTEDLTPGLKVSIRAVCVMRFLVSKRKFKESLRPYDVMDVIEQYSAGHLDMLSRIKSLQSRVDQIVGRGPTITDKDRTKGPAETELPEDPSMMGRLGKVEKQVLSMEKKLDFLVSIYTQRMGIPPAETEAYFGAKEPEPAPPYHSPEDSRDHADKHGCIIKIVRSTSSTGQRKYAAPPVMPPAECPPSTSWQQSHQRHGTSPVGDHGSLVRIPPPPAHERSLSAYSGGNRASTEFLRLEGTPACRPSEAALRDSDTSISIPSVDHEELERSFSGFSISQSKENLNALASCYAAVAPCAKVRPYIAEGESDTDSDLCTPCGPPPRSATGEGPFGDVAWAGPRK
Kir21 block: blocks the mouse Kir2.1 inward-rectifier potassium channel; P35561; actives 0.85% (n = 310,000); HEK293-Kir2.1, FluxOR thallium flux fluorescence; hits give low values; B-score at 10 µM;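 active means fluorescence ratio B-score at or below minus 3 SD of library scores, with starting-brightness B-score within 2 SD, cut at about -4.2 in these data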;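 further: channel flux triggered by added potassium and thallium sulfate stimulus; B-score of peak minus minimum fluorescence over baseline after thallium stimulus; more negative B-score means stronger Kir2.1 block with less thallium influx; some compounds called inactive have numbers as strong as hits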
* = called active by the depositor; i = inactive; x = not tested or not shown. Not a hit list; about 1.9% have a hit in one of these screens.

SMILES	STK33 kinase inh	KCNQ2 block	Kir21 block
COc1ccc(S(=O)(=O)N2CCCCCC2)cc1C(=O)N(C)Cc1cccc(OC)c1OC	-0.1	i	-2.32
CCn1nc(NS(=O)(=O)c2ccc(NC(C)=O)cc2)c2cc3ccccc3nc21	-1.2	i	1.68
CS(=O)(=O)NCc1csc(-c2ccccc2)n1	0.3	i	-1.16
COc1cccc(NC(=O)CNC(=O)Cn2cnc3sc(C)c(C)c3c2=O)c1	-1.5	i	0.01
Cc1ccc(C)c(Nc2cc(C(=O)NCc3cccnc3)c3ccccc3n2)c1	0.1	i	-0.85
CN1CC2([N+](=O)[O-])CC=C(OCCO)C([N+](=O)[O-])(C1)C2 (configuration not stated)	2.0	i	0.15
COC(=O)c1cc(S(=O)(=O)N(C)Cc2ccco2)c[nH]1	-0.2	i	-0.14
c1ccc(-c2nnc(CN3CCN(c4ccccc4)CC3)o2)cc1	-0.2	i	0.34
O=S(=O)(c1cc(F)ccc1F)N1CCN(c2ccccn2)CC1	-1.5	i	0.95
O=C(CCN1C(=O)c2ccccc2C1=O)N1CCOCC1	-1.8	i	0.31
Cc1cccc(NC(=O)c2cc(S(=O)(=O)N3CCc4ccccc43)cn2C)c1C	0.1	i	-0.12
Cc1cc(C(=O)N2CCN(C(c3ccccc3)c3ccccc3)CC2)on1	-0.4	i	0.17
Cn1c(SCC(=O)NNC(=O)c2ccc(Cl)cc2)nnc1-c1cccnc1	-1.5	i	0.84
CSCCC(NC(=O)c1ccc([N+](=O)[O-])cc1Cl)C(=O)OCC(=O)NC1CCCC(C)C1C (configuration not stated)	2.6	i	4.04
CCOC(=O)COn1c(=O)c(=O)n(OC)c2ccccc21	0.0	i	1.56
Cc1cc(-c2nn(-c3ccccc3F)cc2CN2CCCC(O)C2)c(C)s1 (configuration not stated)	-1.3	i	-0.47
O=C(C1CCC(Cn2c(=S)[nH]c3ccccc3c2=O)CC1)N1CCOCC1 (configuration not stated)	-0.5	i	0.52
COc1cc(C(C#N)N2CCC(c3ccccc3)=N2)ccc1O (configuration not stated)	0.3	i	-1.5
O=C(NCc1ccc2c(c1)OCO2)C1CC(=O)N(c2ccc(Cl)cc2)C1 (configuration not stated)	0.7	i	-1.28
Cn1c(=O)c2c(nc(N/N=C/c3cccs3)n2Cc2ccccc2)n(C)c1=O	0.0	i	-0.43
CCC(C)c1ccccc1NC(=S)Nc1cccnc1 (configuration not stated)	-0.7	i	-3.25
Cc1occc1C(=O)Nc1nccs1	0.7	i	-1.24
Cc1ccc(C(=O)N/C(=C\c2cn(S(=O)(=O)N(C)C)c3ccccc23)C(=O)NCCCn2ccnc2)cc1	-1.3	i	-1.43
COc1ccc(OC)c(NC(=O)Cn2c(CCC(=O)O)ccc2-c2ccccc2)c1	-1.4	i	-0.88
CCOC(=O)C1=C(C)OC(N)=C(C#N)C1c1cccs1 (configuration not stated)	2.6	i	-2.5
CCc1cccc(N(C(=O)c2csnn2)C(C(=O)NC(C)(C)C)c2ccccn2)c1 (configuration not stated)	-2.0	i	0.64
Cc1ccc(NC(=O)Nc2ccc3oc(C)nc3c2)cc1	-1.6	i	0.1
CC(=O)N1CCN(C(=O)c2ccc3oc(CCCc4ccccc4)nc3c2)CC1	-0.2	i	0
Cc1ccc(C)c(OCc2cc(C(=O)N3CCOCC3)no2)c1	0.8	i	2.39
C1CCC2(CC1)OCC1(CO2)COC2(CCCCC2)OC1	-0.1	i	1.67
CCOC(=O)C1CCN(S(=O)(=O)c2ccc(C)c(C(=O)NC3CCCCC3)c2)CC1	-1.0	i	-1.05
Cn1cc(C(=O)NCc2ccc(Cl)cc2)c(=O)c2cc(S(=O)(=O)N3CCOCC3)ccc21	3.1	i	0.18
Cc1cnn(C(=S)NCc2ccco2)c1	2.1	i	0.79
CCCCC(NC(=O)CCc1c(C)c2cc3c4c(oc3c(C)c2oc1=O)CCCC4)C(=O)O (configuration not stated)	-1.6	i	1
CCOC(=O)N1CCN(CC(O)COCc2ccc(OC)c(OC)c2)CC1 (configuration not stated)	0.3	i	-0.41
COCCNC(=O)c1cnn2c(C(F)(F)F)cc(-c3ccc4c(c3)OCO4)nc12	-2.4	i	-2.23
COc1cc(OC)nc(NC(=O)CCl)n1	-1.3	i	0.99
O=C(O)CCc1cccnc1	0.0	i	0.8
COc1ccc(CNC(=O)C2CCC(CNS(=O)(=O)c3cccc4cccnc34)CC2)cc1 (configuration not stated)	-0.2	i	-0.08
CCN(CC)CCC/C(=N\O)C(O)(c1ccccc1)c1ccccc1	-2.6	i	-0.06
Cc1ccccc1OCCNC(=O)/C=C/c1ccc([N+](=O)[O-])cc1	-0.5	i	0.32
Clc1ccccc1-c1nc(/C=N/N2CCOCC2)c2ccccn12	x	i	0.29
CNC(=O)C(=O)NCC1OCCCN1S(=O)(=O)c1ccc2c(c1)OCCO2 (configuration not stated)	1.6	i	0.03
Cc1cc(C(=O)CSc2nnc(-c3ccco3)o2)c(C)n1Cc1ccco1	-0.6	i	0.63
CCOC(=O)c1nc(-c2ccccc2)oc1N1CCOCC1	0.1	i	0.14

Some entries already given with just STK33 kinase inh.
SMILES | STK33 kinase inh
Cn1cc(C(=O)NCc2ccc(Cl)cc2)c(=O)c2cc(S(=O)(=O)N3CCOCC3)ccc21 | 3.1
CNC(=O)C(=O)NCC1OCCCN1S(=O)(=O)c1ccc2c(c1)OCCO2 (configuration not stated) | 1.6

New compounds follow
SMILES	STK33 kinase inh	KCNQ2 block	Kir21 block
CN(C)C=Nc1ncc2c3ccccc3n(CCN(C)C)c2c1C#N	2.1	i	-0.44
CCc1cc2ccc(OC)cc2nc1SCC(=O)NNC(C)=O	-1.6	i	0.47
CCOC(=O)c1c(C)[nH]c(C)c1S(=O)(=O)N(C)CC(=O)Nc1ccccc1F	-1.3	i	-1.06
Cc1ccc(-n2nnc3c(SCC(=O)NCC4CCCO4)ncnc32)cc1 (configuration not stated)	-1.9	i	-1.36
CCCCc1ccc(NC(=S)N2CCC(O)CC2)cc1	0.2	i	-0.7
CCCN1C=CC(=CC=C(C#N)C#N)C=C1	0.4	i	-5.75
Cc1c(CN2CCC(CO)(Cc3cccc(C(F)(F)F)c3)CC2)c2ccccc2n1C	0.1	i	-3.91
CCOC(=O)C1CCCN(c2cc(C)nc3cc(-c4ccc(Cl)cc4)nn23)C1 (configuration not stated)	-0.9	i	-0.06
O=C(COc1ccccc1Cl)NC(=S)Nc1ccc(CN2CCOCC2)cc1	0.0	i	-3.51
CC(=C/C(=O)O)/C(=C\c1ccc(Br)o1)C(=O)O	-0.2	i	0.1
Cc1[nH]c2ccccc2c1/C=C/c1nc2ccccc2c(=O)n1-c1cccc([N+](=O)[O-])c1	-0.4	i	0.36
CCOC(=O)CSc1nnc(Cc2cc(=O)[nH]c(=O)[nH]2)n1-c1ccc(Cl)cc1	-1.5	i	-0.43
CCCCn1c(N)c(N(CCOC)C(=O)C2CCCN(C(=O)c3ccc(Cl)cc3)C2)c(=O)[nH]c1=O (configuration not stated)	0.0	i	1.43
O=C(CN(Cc1ccccc1Cl)C(=O)CNS(=O)(=O)c1ccccc1)NCC1CCCO1 (configuration not stated)	-1.8	i	0.63
CC(C)n1nc(C(=O)OCC(=O)N2CC(=O)Nc3ccccc32)c2ccccc2c1=O	1.4	i	-0.44

Compound profiles (already shown). Screens in order: STK33 kinase inh, KCNQ2 block, Kir21 block
Profile of `O=C(C1CCC(Cn2c(=S)[nH]c3ccccc3c2=O)CC1)N1CCOCC1` (configuration not stated) = -0.5, i, 0.52
Profile of `CCc1cccc(N(C(=O)c2csnn2)C(C(=O)NC(C)(C)C)c2ccccn2)c1` (configuration not stated) = -2.0, i, 0.64
Profile of `Cc1cccc(NC(=O)c2cc(S(=O)(=O)N3CCc4ccccc43)cn2C)c1C` = 0.1, i, -0.12

(cont.)
SMILES	STK33 kinase inh	KCNQ2 block	Kir21 block
C/C(=N\NC(=O)COc1ccccc1[N+](=O)[O-])c1cccc(NC(=O)c2ccncc2)c1	-0.1	i	0.55
C=C(C)C1CC=C(C)/C(=N/NC(=O)c2ccc(NC(=O)CC)cc2)C1 (configuration not stated)	-0.4	i	0.11
Cn1c(=O)c2c(nc(CN3CCN(c4ccccc4)CC3)n2Cc2ccccc2Cl)n(C)c1=O	x	i	-0.6
CC(=O)C1[C@H](N(C)C)CC2C3CC=C4CC(O)CC[C@]4(C)C3CC[C@@]21C (some centres not stated)	0.0	i	-1.14
CCCN1CCc2c(sc(NC(=O)CCS(=O)(=O)c3ccccc3)c2C(N)=O)C1	-1.2	i	-1.18
COC(=O)c1c(NC(=O)/C=C/C(=O)O)sc(C)c1-c1ccc(C(C)C)cc1	-3.1	i	0.31
O=C(COC(=O)C1CCN(c2ccc(C(F)(F)F)cn2)CC1)NC1CCCCC1	0.0	i	1.02
COc1ccc(-c2cc3c(=O)n(CC(=O)N4CCCC4)ncn3n2)cc1	0.6	i	3.5
COc1ccc(CN(C)S(=O)(=O)c2nnc(NC(=O)c3ccccc3OC)s2)cc1OC	0.1	i	-2.23
COc1cccc(NC(=O)COC(=O)CNS(=O)(=O)c2c(F)cccc2F)c1	-0.4	i	0.27
CC(=O)c1ccc(N2CC(C)(C)C2=O)cc1	-2.8	i	0
CN1CCN(C(=O)Nc2ccccc2CC[N+](=O)[O-])CC1	-0.9	i	1.55
COc1ccccc1Nc1nc(N)nc(CN2CCC(Cc3ccccc3)CC2)n1	0.1	i	-2.7
Cc1[nH]c2ccccc2c1C(=O)C(C)OC(=O)c1ccccc1NCCO (configuration not stated)	-1.1	i	-0.16
COc1ccc(S(=O)(=O)CC(=O)c2cc(C)c(O)c(C)c2)cc1	-1.2	i	-1.19

5 compounds already listed, sorted by SMILES length, rising.
SMILES	STK33 kinase inh	KCNQ2 block	Kir21 block
COc1ccc(S(=O)(=O)CC(=O)c2cc(C)c(O)c(C)c2)cc1	-1.2	i	-1.19
COc1cccc(NC(=O)COC(=O)CNS(=O)(=O)c2c(F)cccc2F)c1	-0.4	i	0.27
CCCN1CCc2c(sc(NC(=O)CCS(=O)(=O)c3ccccc3)c2C(N)=O)C1	-1.2	i	-1.18
COc1ccc(CN(C)S(=O)(=O)c2nnc(NC(=O)c3ccccc3OC)s2)cc1OC	0.1	i	-2.23
C/C(=N\NC(=O)COc1ccccc1[N+](=O)[O-])c1cccc(NC(=O)c2ccncc2)c1	-0.1	i	0.55

The results go on.
SMILES	STK33 kinase inh	KCNQ2 block	Kir21 block
O=C(CCC(=O)Nc1ccc(F)cc1)N/N=C/c1ccccc1	-0.3	i	0.02
Cc1ccc(Nc2nc(N)nc(CCl)n2)cc1	-0.2	i	-0.07
Oc1ccc(-c2[nH]ncc2-c2ccc(Br)cc2)c(O)c1	3.2	i	0.32
C/C=C1\COC(C(=O)NCc2ccccc2)(C(F)(F)F)C=C1C=C1CCCCC1 (configuration not stated)	1.0	i	-0.16
CCCCC(=O)Nc1ccc(C(=O)N(CC)c2ccccc2C)cc1	-0.6	i	0.55
CCc1ccc(C(=O)c2cc3ccc(O)cc3oc2=O)cc1	-1.5	i	0.59
C=CCNC(=O)c1ccc(CNS(=O)(=O)c2ccc(NC(C)=O)cc2)cc1	0.1	i	-0.54
COc1cc(C(=O)/C=C/c2cccnc2)ccc1O	4.7	i	-0.03
O=C(NC12CC3CC(CC(C3)C1)C2)N1CCC(n2nnc3ccccc32)CC1	x	i	0.16
CC(C)(C)c1ccc(C2SCC(=O)N2c2cccc(C(=O)O)c2)cc1 (configuration not stated)	0.0	i	1.89
CN(C)S(=O)(=O)c1cccc(C(=O)Nc2ccccc2[N+](=O)[O-])c1	-0.7	i	-1.08
CCOc1ccc(C(=O)Nc2cnn(Cc3ccc(Cl)c(Cl)c3)c2)cc1	-0.7	i	-1.42
COc1ccccc1OCc1nnc(SCC(=O)Nc2ccc(N3CCOCC3)cc2)n1C	0.1	i	0.49
O=C(NN1C(=O)/C(=C/C=C/c2ccco2)SC1=S)c1ccncc1	1.8	i	1.12
COC(=O)CSc1nnc(NC(=O)/C=C\c2ccc3c(c2)OCO3)s1	-1.7	i	0.2
O=S1(=O)CCOC[C@H](CC2CCCCC2)N1Cc1cccc(F)c1	-0.8	i	-0.04
Cc1ccc2oc(C(=O)NC3CCS(=O)(=O)C3)c(C)c2c1 (configuration not stated)	x	i	1.43
CCCCN(C)C(=O)c1nc2ccccn2c1CN1CCC[C@H]1C(=O)OC	-1.5	i	-2.69
O=C(C1=C(O)C(=O)N(CC2CCCO2)C1c1cccc(O)c1)c1ccco1 (configuration not stated)	-0.5	i	-0.86
CC(C)OP(=O)(OC(C)C)C(Nc1ccccc1)c1cccnc1 (configuration not stated)	-1.4	i	-0.09
Cc1ccccc1CN1C(=O)/C(=C\c2ccc(C(=O)NCCN3CCOCC3)cc2)Sc2ccccc21	-1.2	i	-0.01
COc1ccc(N(CC(=O)Nc2cccc(C)c2)S(=O)(=O)c2ccc(C)cc2)cc1OC	-0.3	i	-0.47
C=CCNC(=S)NNC(=O)COc1cccc(Cl)c1	0.2	i	1.85
COc1ccccc1NC(=O)/C(C#N)=C/c1cccnc1	-3.0	i	0.01
COc1ccc(C(=O)CCC(=O)NCCc2c[nH]c3ccccc23)cc1	-0.4	i	-0.91
CN(CCOc1ccc(Cl)cc1)C(=O)c1cc([N+](=O)[O-])ccc1N1CCOCC1	-0.5	i	-1.19
CN(CC1CCCO1)S(=O)(=O)c1ccc(C(=O)N2CCN(c3ccccc3)CC2)cc1 (configuration not stated)	0.4	i	0.96
c1ccc(-c2ncnc3cc4n(c23)CCC4)cc1	-1.7	i	-0.14
CCOC(=O)c1sc(NC(C)=O)c(C(=O)OCC)c1C	0.0	i	-1.08
